STK33 kinase inh – inhibitors of purified STK33 kinase, primary screen, biochemical, ADP-Glo luminescence, homogeneous, cell-free; Serine/threonine-protein kinase 33 (Homo sapiens), Q9BYT3; MBP phosphorylation; inhibition, % at 10 µM; 320,000 tested, 0.073% active; AID 2661, 2010;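 active means inhibition at or above 25%, using the most active replicate where run in duplicate; inactive means inhibition below 25%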
Target sequence (Q9BYT3 whole entry, looked up): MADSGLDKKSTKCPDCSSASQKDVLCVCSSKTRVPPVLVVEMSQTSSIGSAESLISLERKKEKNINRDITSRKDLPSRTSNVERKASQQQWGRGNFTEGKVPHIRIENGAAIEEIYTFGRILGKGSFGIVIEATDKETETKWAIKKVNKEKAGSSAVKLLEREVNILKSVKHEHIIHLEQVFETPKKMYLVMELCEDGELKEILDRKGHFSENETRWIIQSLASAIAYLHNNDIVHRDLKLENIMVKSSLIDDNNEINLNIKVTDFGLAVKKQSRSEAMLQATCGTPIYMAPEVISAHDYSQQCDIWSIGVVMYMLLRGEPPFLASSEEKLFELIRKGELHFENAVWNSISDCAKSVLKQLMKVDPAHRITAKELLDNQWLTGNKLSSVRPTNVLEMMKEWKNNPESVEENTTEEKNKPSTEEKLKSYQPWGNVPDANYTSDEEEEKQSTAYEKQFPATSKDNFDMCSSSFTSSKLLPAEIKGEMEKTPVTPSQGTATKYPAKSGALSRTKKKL
OX1R FRET antag – antagonists of human orexin 1 receptor (OX1R) | OX1R-expressing cells, FRET antagonist read-out | 330,000 tested, 1.8% active | inhibition, % at 6.6 µM | Orexin/Hypocretin receptor type 1 (Homo sapiens), O43613; in the data active means inhibition mostly above about 38%, no sharp cut-off; inactive means mostly below about 40%;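 further: 0% = agonist challenge alone and 100% = reference antagonist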
Target sequence (O43613 whole entry, looked up): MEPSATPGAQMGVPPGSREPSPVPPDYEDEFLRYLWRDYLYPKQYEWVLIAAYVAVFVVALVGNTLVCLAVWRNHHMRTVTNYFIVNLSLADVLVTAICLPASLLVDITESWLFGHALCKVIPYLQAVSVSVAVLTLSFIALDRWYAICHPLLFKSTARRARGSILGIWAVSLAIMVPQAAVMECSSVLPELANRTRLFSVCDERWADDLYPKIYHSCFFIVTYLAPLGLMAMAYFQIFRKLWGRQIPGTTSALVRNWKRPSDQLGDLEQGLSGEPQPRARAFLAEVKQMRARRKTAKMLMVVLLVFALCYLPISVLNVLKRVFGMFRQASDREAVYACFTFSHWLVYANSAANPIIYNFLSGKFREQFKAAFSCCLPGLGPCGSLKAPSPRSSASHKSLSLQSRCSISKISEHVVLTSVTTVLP
* = called active by the depositor; nt = no result given.

compound | STK33 kinase inh | OX1R FRET antag
O=C1C2C3C=CC([C@@H]2C(=O)N1C1CCCCC1)[C@H]1C(=O)N(C2CCCCC2)C(=O)C31 (some centres not stated) | -3.0 | 12
Cn1c(=NC(=O)COc2ccccc2)sc2ccccc21 | -0.1 | 30
CN1CCN(c2ccc(Cl)cc2NC(=O)c2cccc(S(=O)(=O)N(C)C)c2)CC1 | -0.3 | 6
CC1(C)CC(=O)c2sc(NS(=O)(=O)Cc3ccccc3)nc2C1 | -0.3 | 8
COCCCNC(=O)CNC(=O)c1nn(-c2ccc(OC)cc2)c(=O)c2ccccc12 | -1.1 | 8
COC(=O)C1=C(N)OC2=C(C(=O)CCC2)C1c1cccs1 (configuration not stated) | 0.2 | 11
COc1ccccc1NC(=O)CSc1nnc(CNC(=O)c2ccco2)o1 | 0.3 | 1
Cc1cccc(N2C(=O)N3[C@H](c4ccc(Br)cc4)[C@@H]4C(=O)N(C(C)(C)C)C(=O)[C@@H]4[C@]3(C)C2=O)c1 | -1.1 | 24
COc1ccc(C=C(c2nc3ccccc3s2)c2nc3ccccc3s2)cc1O | -1.3 | 33
CCOC(=O)C(NC(=O)c1ccccc1Cl)(Nc1ccc(C)c(C)c1)C(F)(F)F (configuration not stated) | -0.3 | 23
Cc1ccc(C)c2[nH]c(=O)c(CCNC(=O)c3ccc(S(=O)(=O)N4CCCC4)cc3)cc12 | 17 | 7
CC1=CCC2C(=O)N(c3cccc(C(=O)NC(C)c4ccccc4)c3)C(=O)C2C1 (configuration not stated) | -0.9 | 3
O=C(Nc1cc(C(F)(F)F)cc(C(F)(F)F)c1)Nc1cnn(-c2ccc([N+](=O)[O-])cc2)c1C(F)(F)F | 0.3 | 12
O=C(NC(Cc1ccccc1)C(=O)O)/C(=C\c1ccccc1F)NC(=O)c1ccccc1 (configuration not stated) | 4.5 | 17
O=C(NC1CC1)c1sc2ccccc2c1Cl | -2.1 | 12
Cc1ccc(NS(=O)(=O)c2cccc(C(=O)N3CCCCCCC3)c2)cc1 | -1.1 | 15
Cn1c(NC(=O)c2ccc(S(=O)(=O)N3CCOCC3)cc2)cc(=O)n(C)c1=O | -1.8 | -2
O=C1C=CC(=O)N1N(c1ccccc1)c1ccccc1 | 0.4 | 4
C=CCCC(=O)N1CCCC(C(=O)c2cccc(OC)c2)C1 (configuration not stated) | -2.5 | 11
CCOC(=O)N1CCC(N(CCCOC)C(=O)Nc2cccc(OC)c2)CC1 | -2.0 | 10

Some of these compounds in order of their number in STK33 kinase inh, descending.
Molecule	STK33 kinase inh	OX1R FRET antag
Cc1ccc(C)c2[nH]c(=O)c(CCNC(=O)c3ccc(S(=O)(=O)N4CCCC4)cc3)cc12	17	7
O=C1C=CC(=O)N1N(c1ccccc1)c1ccccc1	0.4	4
CC1(C)CC(=O)c2sc(NS(=O)(=O)Cc3ccccc3)nc2C1	-0.3	8
COCCCNC(=O)CNC(=O)c1nn(-c2ccc(OC)cc2)c(=O)c2ccccc12	-1.1	8
COc1ccc(C=C(c2nc3ccccc3s2)c2nc3ccccc3s2)cc1O	-1.3	33
CCOC(=O)N1CCC(N(CCCOC)C(=O)Nc2cccc(OC)c2)CC1	-2.0	10
C=CCCC(=O)N1CCCC(C(=O)c2cccc(OC)c2)C1 (configuration not stated)	-2.5	11

(further entries)
compound | STK33 kinase inh | OX1R FRET antag
CC1(C)CC(=O)C(C=NCCN2CCN(C(=O)c3ccc(F)cc3)CC2)=C(O)C1 | -1.4 | 30
Cc1cnn(C(=O)c2oc3ccccc3c2C)c1 | -1.2 | 7
Cc1ccc(NC(=O)CCNS(=O)(=O)c2cccc3nonc23)cc1 | -0.4 | 24
N#Cc1ccc(OCC(=O)n2cc(C(=O)c3cc(Cl)cc(Cl)c3O)cn2)cc1 | -0.4 | 11
NC(=S)Nc1ccccc1Br | -0.1 | 13
O=C(O)c1ccccc1C(=O)Nc1nccs1 | -0.5 | 14
Cc1ccc(/C=N/NC(=O)CN2C(=O)CSc3ccccc32)o1 | -4.3 | 15
Cc1nccn1Cc1cccc2ccccc12 | -0.3 | 18
O=C(NCC(=O)N1CCN(S(=O)(=O)c2ccccc2)CC1)c1ccc(Br)o1 | -1.0 | 4
O=C(c1ccccc1)c1c[nH]c(C(=O)NNc2ccccc2)c1 | 1.9 | 7
CCN(CC(=O)Nc1c(F)cccc1F)C(=O)CCCNC(=O)c1ccc(Cl)cc1 | -0.5 | 23
COc1ccc(NC(=O)CSCC(=O)Nc2cccc3ncccc23)cc1 | -1.5 | 9
COc1ccc2[nH]c(C(=O)N(C)Cc3ccccc3)c(C)c2c1 | -0.3 | 8
O=C(CN(C(=O)c1csnn1)c1cccc2c1CCCC2)NC1CCCC1 | -0.7 | 16
CC(CC(=O)O)Nc1ccccc1O (configuration not stated) | 0.2 | 78
COc1cc(NC(=O)COC(=O)CCCC2=NS(=O)(=O)c3ccccc3N2)cc(OC)c1 | -0.7 | -1
Cn1cc(C(=O)N2CCc3ccccc32)cn1 | 0.7 | 1
COc1ccc(NC(=O)c2cccc(NC(=O)c3ccccc3)c2)c(OC)c1 | nt | 12
CC(=O)c1cccc(NC(=O)CCNS(=O)(=O)c2cccc(C(C)=O)c2)c1 | 0.1 | 27
O=C1NC(Cc2ccc(O)cc2)c2nc3ccccc3c(=O)n2-c2ccccc21 (configuration not stated) | -1.2 | 5
C=CCNC(=O)COC(=O)CCC(=O)c1cccs1 | -0.8 | 19
Cc1ccc(S(=O)(=O)N/N=C/c2ccccc2O)cc1 | -1.8 | -9
CCCC(NC(=O)COc1cc2c(c3oc(=O)cc(C)c13)CCC(C)(C)O2)C(=O)O (configuration not stated) | -0.9 | 0
CCOC(=O)CSc1nnc(-c2cc(OC)c(OC)c(OC)c2)o1 | 0.6 | 16
COCCNc1c2c(nc3ccccc13)CCC2 | -1.7 | 3
Cc1[nH]n(-c2ccccc2)c(=O)c1/C=N/NC(=O)c1cccc([N+](=O)[O-])c1 | -1.5 | 44
O=C1CC(N2CCN(c3ccccc3F)CC2)C(=O)N1c1ccc(F)cc1 (configuration not stated) | -1.4 | 14
COC(=O)Cc1c(C(=O)OC)nnn1-c1ccc(OC(F)(F)F)cc1 | -0.7 | 11
CNC(=O)c1sccc1SCc1c(Cl)cccc1Cl | -0.3 | 29
CC(OC(=O)c1cccc([N+](=O)[O-])c1)C(=O)N1CCc2ccccc21 (configuration not stated) | -3.4 | 7
CC(C)CCNC(=O)Cn1c(=O)oc2cc(S(=O)(=O)N3CCc4ccccc43)ccc21 | 1.3 | 5
Cc1c(C(=O)Oc2cccc3ccccc23)cnn1-c1ccccc1 | 0.8 | 15
COc1cccc(CNC(=O)Cn2cc3c(n2)CCCC3)c1 | -2.2 | 15
Cc1ccc(CCN2CC(C(=O)NCCCN3CCCCCC3)CC2=O)cc1 (configuration not stated) | 0.9 | 10
Oc1ccc(/C=C/c2nc(-c3ccccc3O)n(-c3ccccc3)n2)cc1 | 1.3 | 16
CC(C)[C@H](NC(N)=O)C(=O)NCCc1ccc(Cl)cc1Cl | -0.9 | 10
Cn1c(CSCc2ccc(F)cc2)nnc1SCC(=O)N1CCN(c2ccccc2)CC1 | -1.5 | 30
CCC1CCCCN1CCCNC(=O)c1c(O)nc2cc(C)ccn2c1=O (configuration not stated) | -0.3 | 7
O=C(Nc1cccc(-c2ccc(N3CCOCC3)nn2)c1)c1ccc(Cl)cc1 | 0.4 | 3
N#CC(CC(=O)c1ccc(F)cc1)c1ccc2c(c1)OCO2 (configuration not stated) | 0.0 | 19
COc1ccc(F)cc1S(=O)(=O)N1CCC2(CC1)OCCN2S(=O)(=O)c1cccs1 | -0.2 | 13
CCOC(=O)N1CCN(S(=O)(=O)c2ccc(C(=O)NNc3nc4ccc(Cl)cc4s3)cc2)CC1 | -0.7 | 7
Cc1cccc(C(=O)N2CCN(Cc3nc4sc5c(c4c(=O)[nH]3)CCCC5)CC2)c1 | -0.3 | 18
O=C(Nc1ccc2oc(-c3ccncc3)nc2c1)c1ccccc1 | -0.7 | 7
COc1ccccc1NC(=O)CN1CCC(c2nc3ccccc3[nH]2)CC1 | -1.2 | 12
CC(C)NC(=O)C1CCN(S(=O)(=O)c2ccc(N3CCCC3=O)cc2)CC1 | -0.4 | 13
COc1ccc(NC(=O)CCOc2ccccc2)c(OC)c1 | -0.2 | 7
Cc1cccc(C)c1NS(=O)(=O)c1c(C)[nH]c(=O)[nH]c1=O | -4.5 | 2
CC(=O)Nc1ccc(OS(=O)(=O)c2ccccc2C)cc1 | 0.9 | 2
Cc1cc(NC(=S)N(CCCN2CCN(C)CC2)Cc2ccco2)ccc1Cl | 0.3 | 8
Cc1cccc(/C=N/NC(=O)c2ccccc2OCc2cccc(Br)c2)n1 | 0.9 | 5
Cn1cc(Br)c(C(=O)NC2CCCCC2)n1 | -0.4 | 19
CCOC(=O)c1oc2nc3c(cc2c1N)CCCC3 | 1.0 | 17
COc1ccccc1N1CCN(C(=O)c2sc3nc(-c4ccc(F)cc4)cn3c2C)CC1 | 4.5 | 18
Cc1ccccc1CN1CCC(CNC(=O)Nc2ccc(F)cc2F)CC1 | -1.5 | -10
NC1=NC(=O)C(Cc2cccc(Cl)c2Cl)S1 (configuration not stated) | 0.7 | 26
O=C(CSc1ccc(-c2nc3ccccc3[nH]2)cn1)Nc1ccc(S(=O)(=O)N2CCCC2)cc1 | -1.6 | 34
CN(Cc1ccccc1)C(=O)COc1cccnc1[N+](=O)[O-] | -0.3 | 17
O=C(CN1C(=O)C2CC=CCC2C1=O)NC1CCCCC1 (configuration not stated) | -1.9 | 2
Cc1cccc(N2CCN(C(=S)NCCc3ccccc3)CC2)c1C | -3.0 | 6

Going on with the list:
compound | STK33 kinase inh | OX1R FRET antag
O=[N+]([O-])c1ccc(-c2c(-c3ccccc3)ncc3ccc(F)cc23)cc1 | -2.3 | 15
CCC1CCCCN1CCN1C(=O)C2C(C(=O)Nc3ccc(OC)cc3)C3C=CC2(O3)C1C(=O)NC1CCCCC1 (configuration not stated) | 0.4 | 3
Cc1ccc(CN(Cc2cc3cccc(C)c3[nH]c2=O)C(=O)N(C)C)cc1 | -1.1 | 9
CCNS(=O)(=O)c1ccc(NS(=O)(=O)c2cc(C)ccc2C)cc1 | -0.3 | 4
COc1ccc2[nH]c(-c3ccc(C)cc3)cc(=O)c2c1 | -1.3 | 30
O=C(Nc1nc(=O)[nH]s1)c1ccccc1 | 1.0 | 10
CCC1CCCCN1CCCNC(=O)c1ccc2c(c1)c(C)c(C)n2CC (configuration not stated) | 0.1 | 13
O=C(CCCn1c(=O)oc2ccccc21)N1CCc2ccccc2C1 | -1.6 | 18
CCOC(=O)c1sc(=S)n(CC)c1N | -0.1 | 16
O=S(=O)(NNc1ncc(C(F)(F)F)cc1Cl)c1ccc(F)cc1F | 5.8 | 16
NCCCC(=O)N1c2ccccc2Sc2ccccc21 | -1.4 | 10
COCCCn1nnnc1SCC(=O)N1CCN(C(=O)c2ccco2)CC1 | 1.6 | 8
N#Cc1c(-c2ccco2)c2c([nH]c1=S)CCCC2 | 0.8 | 4
O=C(Nc1ccc(Oc2ccc(C(=O)O)c(C(=O)O)c2)cc1)c1cccs1 | nt | 14
CN(C)c1nc(=Nc2cccc(Cl)c2)ss1 | -2.3 | 2
CC(NC(=O)CN1C(=O)NC2(CCc3ccccc32)C1=O)c1ccc2c(c1)OCCO2 (configuration not stated) | nt | 22
CCOc1ccc(Cl)cc1S(=O)(=O)n1cnc2ccccc21 | -1.1 | 26
O=C(CN1CCN(S(=O)(=O)c2ccccc2)CC1)NC(=O)NCc1ccccc1 | -0.8 | 8
O=[N+]([O-])c1cccc(/C=N/n2c(-c3cccnc3)n[nH]c2=S)c1 | -0.2 | 48
CC1CCCCC1NS(=O)(=O)c1ccc(-n2cnnn2)cc1 (configuration not stated) | -0.9 | 14
CCCC(=O)N1CCc2cc(OC)c(OC)cc2C1COc1ccccc1OC (configuration not stated) | -1.6 | 12
CC(C(=O)OCC(=O)c1ccc([N+](=O)[O-])cc1)N1C(=O)C2C3C=CC(C3)C2C1=O (configuration not stated) | -2.6 | 19
COc1ccc(-n2cnnc2)cc1 | -4.0 | 3
O=C(O)c1ccc2c(c1)C(=O)N(c1ccc(/C=C/C(=O)c3ccccc3)cc1)C2=O | -2.6 | 10
O=C(O)CN1C(=O)/C(=C\c2ccccc2OCc2ccc(Cl)cc2Cl)SC1=S | 2.1 | 19
CSc1ccccc1OCc1cc(C(=O)NCCn2ccnc2C)no1 | -2.4 | 20
CCCC(=O)Nc1cccc(C(=O)Nc2ccccc2OCC)c1 | 0.8 | 12
O=C(NCc1ccccn1)c1ccc(Cn2cc(C(F)(F)F)ccc2=O)cc1 | 0.5 | 1
COc1ccccc1N1CCN(S(=O)(=O)c2cc(Br)cnc2N)CC1 | 0.3 | 11
COc1ccc(S(=O)(=O)Nc2noc3ccccc23)cc1OC | -0.4 | 6
Cc1ccc(-c2nn(CC(=O)NCc3ccco3)c(=O)c3ccccc23)cc1 | 1.2 | 29

Given with two lines to a compound: entries from further up.
Each structure is followed by: STK33 kinase inh, OX1R FRET antag
COc1ccc(S(=O)(=O)Nc2noc3ccccc23)cc1OC
→ -0.4, 6
COc1ccc(-n2cnnc2)cc1
→ -4.0, 3
O=C(NCc1ccccn1)c1ccc(Cn2cc(C(F)(F)F)ccc2=O)cc1
→ 0.5, 1

Screens from PubChem BioAssay.

Rows were taken by chance; any-hit rate near 1.8%.
